12-LOX inh = inhibitors of human 12S-lipoxygenase ALOX12 | P18054 | Potency, µM (titrated, usually from 108 µM), for the others: top-dose activity change, negative = inhibition, most hits filed as inhibitors | purified 12hLO, xylenol orange hydroperoxide absorbance | hit rate 1.1% among 580,000; note: potency is the fitted concentration of half-maximal effect; % is set by controls: 0 for no effect and ±100 for the full control effect
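Hydroperoxide product was detected by ferrous iron/xylenol orange as the 573 to 405 nm absorbance ratio. Arachidonic acid at 40 uM (final) was turned over for 30 min at room temperature by 150 nM human 12hLO, pH 7.0 Hepes buffer, after 15 min compound preincubation.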
POLB inh = DNA polymerase beta (human) inhibition; Pol beta primer extension/strand displacement, fluorescence kinetic; Potency, µM (titrated, usually from 114 µM), for inactives: top-dose activity change, negative = inhibition, hits mostly inhibitors; hit rate 1.3% among 340,000; note: potency is the fitted concentration of half-maximal effect; % is set by controls: 0 for no effect and ±100 for the full control effect
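10 nM enzyme + cpd, 15 min RT; start with substrate 50 nM final; read 0 min and after 10 min RT. Corrected, normalized data; 4-parameter Hill curve fit.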
APEX1 inh = APE1 (human) endonuclease inhibition. hit rate 0.35% among 350,000. P27695. Potency, µM (top dose mostly 65.8 µM), for the others: top-dose activity change, negative = inhibition, hits mostly inhibitors. AID 2517. recombinant APE1, TAMRA/BHQ-2 abasic DNA cleavage fluorescence;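 note: potency is the fitted concentration of half-maximal effect; plate controls were vehicle for no effect and reference inhibitor for full effect; nearly all actives have a fitted effect of over 55% in size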
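0.75 nM APE1 + cpd, 15 min RT; start w/ 50 nM TAMRA/BHQ-2 THF-abasic dsDNA; kinetic fluor 525/598 nm ×3 reads @60 s; Δ(read3−read1); normalized to DMSO and NSC13755 control wells.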
Pol kappa inh = inhibitors of human DNA polymerase kappa; Q9UBT6; purified Pol kappa, fluorescent DNA synthesis assay, 10 min; Potency, µM (titrated, usually from 107 µM), without a hit: at the highest dose activity, negative = inhibition, usual class: inhibitors; hit rate 0.53% among 400,000; AID 588579; note: potency is the fitted concentration of half-maximal effect; % is set by controls: 0 for no effect and ±100 for the full control effect
Target sequence (Q9UBT6 whole entry, looked up): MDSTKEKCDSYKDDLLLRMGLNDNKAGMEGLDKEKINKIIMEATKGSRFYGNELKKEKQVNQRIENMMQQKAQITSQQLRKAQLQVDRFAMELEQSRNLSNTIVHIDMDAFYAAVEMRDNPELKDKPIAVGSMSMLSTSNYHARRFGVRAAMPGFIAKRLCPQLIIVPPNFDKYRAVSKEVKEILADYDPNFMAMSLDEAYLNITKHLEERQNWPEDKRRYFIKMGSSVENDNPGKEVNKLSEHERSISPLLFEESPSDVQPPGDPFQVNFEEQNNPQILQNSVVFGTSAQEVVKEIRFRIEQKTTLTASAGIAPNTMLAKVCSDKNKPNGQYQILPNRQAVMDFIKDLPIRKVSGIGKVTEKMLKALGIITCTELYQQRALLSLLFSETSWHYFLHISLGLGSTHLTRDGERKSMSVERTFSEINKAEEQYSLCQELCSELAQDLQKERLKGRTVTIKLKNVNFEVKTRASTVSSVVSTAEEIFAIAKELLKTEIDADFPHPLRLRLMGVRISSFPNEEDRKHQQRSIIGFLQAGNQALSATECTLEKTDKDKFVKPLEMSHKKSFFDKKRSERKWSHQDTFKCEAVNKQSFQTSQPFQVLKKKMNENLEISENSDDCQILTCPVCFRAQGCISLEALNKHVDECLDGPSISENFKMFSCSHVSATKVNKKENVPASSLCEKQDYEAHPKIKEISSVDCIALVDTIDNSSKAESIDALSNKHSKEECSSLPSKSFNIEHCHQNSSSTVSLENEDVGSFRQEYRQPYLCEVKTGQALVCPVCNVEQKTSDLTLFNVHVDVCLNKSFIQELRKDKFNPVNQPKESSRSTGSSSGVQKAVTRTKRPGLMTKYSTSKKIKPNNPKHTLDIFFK
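50 nM final substrate added after 15 min RT preincubation of 10 nM Pol kappa with compound; fluorescence read at 0 and 10 min.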
ERG Ets-DNA blk = inhibitors of human ERG Ets domain-DNA interaction; Potency, µM (highest dose often 76.9 µM), for inactives: top-dose FP activity, negative = inhibition, actives largely listed as inhibitors; AID 624246; fluorescence polarization, His-ERG Ets domain / labelled DNA; hit rate 0.028% among 370,000; active = well fitted inhibition curve with a large enough effect in the polarisation, with a control signal flat; inconclusive = small, poorly fitted or top-dose-only effect, or effect the other way, or a change in a side signal; inactive = no such curve, though single readings can be large or run the other way; the % refers to the polarisation;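 note: polarization taken with two DNA probes labelled with fluorescein and Texas red; potency is the fitted concentration of half-maximal effect; % of control where 0% means no effect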
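His-tagged ERG Ets domain (1 uM in the protein solution; 300mM KCl, 50mM Tris-HCl, 1mM EDTA, 1mM DTT, pH 7.5) received compound, then a probe mix of 5 nM fluorescein-DNA and 100nM Texas-615-DNA. Fluorescence polarization was read for both dyes.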
Pol eta inh = blocks human DNA polymerase eta activity; Q9Y253; recombinant Pol eta, fluorescent DNA replication assay; Potency, µM (doses to about 114 µM), for inactives: top-dose activity change, negative = inhibition, hits mostly inhibitors; hit rate 1.2% among 390,000; note: potency is the fitted concentration of half-maximal effect; % is set by controls: 0 for no effect and ±100 for the full control effect
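Fluorescent replication assay: 50 nM final substrate added after a 15 min room-temperature compound preincubation with 10 nM enzyme. Signal taken at 0 min and again at 10 min.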
RGS4 inh = blocks human RGS4-accelerated GTP hydrolysis | P49798 | Transcreener GDP fluorescence polarization, RGS4-accelerated GTP hydrolysis | Potency, µM (doses to about 114 µM), without a hit: at the highest dose activity change, negative = inhibition, usual class: inhibitors | hit rate 0.039% among 390,000 | AID 504845; note: potency is the fitted concentration of half-maximal effect; % is set by controls: 0 for no effect and ±100 for the full control effect; nearly all actives have a fitted effect of over 75% in size; some results filed as inactive show a strong effect at the top dose
Target sequence (P49798 whole entry, looked up): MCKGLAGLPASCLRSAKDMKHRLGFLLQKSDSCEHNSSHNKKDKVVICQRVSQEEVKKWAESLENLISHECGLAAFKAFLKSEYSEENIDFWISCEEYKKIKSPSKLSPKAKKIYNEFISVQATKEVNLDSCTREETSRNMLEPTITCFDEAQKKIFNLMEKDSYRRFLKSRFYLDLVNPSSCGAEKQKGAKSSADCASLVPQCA
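MLSMR compounds (23 nl, pin-transferred) preincubated 10 min at room temperature with a 500nM (2x) first reagent, then RGS4 at 900nM (2x) plus Transcreener GDP mix added; fluorescence polarization (620/688 nm) read before and after 90 min at 30 °C.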
Apoferritin bind = candidate novel general anesthetic via apoferritin binding; apoferritin/1-aminoanthracene competitive binding, fluorescence; hit rate 0.074% among 350,000; Potency, µM (titrated, usually from 77.5 µM), without a hit: top-dose activity change, negative = displacement, most hits filed as inhibitors; note: potency is the fitted concentration of half-maximal effect; % is set by controls: 0 for no effect and ±100 for the full control effect; nearly all actives have a fitted effect of over 20% in size
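Probe: 1-aminoanthracene (50% saturated, PBS). Protein: horse-spleen apoferritin, 10 uM. Incubation: 10 min, room temperature. Detection: 380 nm excitation, 535 nm emission. Analysis: normalized response, four-parameter Hill.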
LDHA block = blocks human lactate dehydrogenase A; hit rate 0.15% among 480,000; P00338; AID 1347041; activity change, % (values are at about 110 or 230 µM); purified LDHA, NADH/diaphorase-resazurin fluorescence; active compounds read low; in the data active = activity change below about -30%; inconclusive = mostly about -25% to -30%;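 note: plate controls were DMSO wells for no effect and wells without enzyme for full effect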
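Enzyme activity of human lactate dehydrogenase 5 (2 nM; 0.06 mM NADH, 0.2 mM pyruvate, 5 min, RT) is measured via a resazurin/diaphorase fluorescence readout of residual NADH.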
Numbers without * were called inactive; [ ] = another dose, or the depositor's remark. Unless noted, calls come from the whole dose curve; as a rule, active = well fitted curve in the direction sought with a large enough effect; inconclusive = small, poorly fitted or top-dose-only effect, or another doubt; inactive = no such curve, though single readings can be large; an effect the other way counts as inactive or inconclusive. Only part of the results is shown; rates above refer to the full screens.

How did Cc1ccc(NC(=O)c2ccc(NS(=O)(=O)c3ccc4[nH]c(=O)[nH]c4c3)cc2)nc1 do in these assays?
12-LOX inh: -10%; APEX1 inh: 4%; Pol kappa inh: -10%; ERG Ets-DNA blk: -6%; Pol eta inh: 6%; RGS4 inh: -2%; LDHA block: -10

How did COc1ccc(S(=O)(=O)N(Cc2nc(-c3ccc(Cl)cc3)no2)C2CCCCC2)cc1 do in these assays?
12-LOX inh: -24%; POLB inh: 3%; Pol kappa inh: -25%; ERG Ets-DNA blk: -1%; Pol eta inh: -17%; RGS4 inh: 13%; Apoferritin bind: 124%[activator]; LDHA block: -2

What do the screens show for `CCN(C(=O)CSc1n[nH]c(N)n1)C1CCCCC1`?
12-LOX inh: -3%; APEX1 inh: 30%; Pol kappa inh: 17%; ERG Ets-DNA blk: 21%; Pol eta inh: -11%; RGS4 inh: -12%; LDHA block: 1

What do the screens show for `CC(C)(C)C(=O)CSc1ncccn1`?
12-LOX inh: inconclusive; POLB inh: -2%; APEX1 inh: inconclusive; Pol kappa inh: -7%; ERG Ets-DNA blk: -11%; Pol eta inh: -6%; RGS4 inh: inconclusive; Apoferritin bind: -23%; LDHA block: -6

Results for COC(=O)C(CC(C)C)Oc1ccc2c(C)cc(=O)oc2c1 (centres undefined) ?
12-LOX inh: 2%; POLB inh: -3%; APEX1 inh: 10%; Pol kappa inh: -1%; ERG Ets-DNA blk: -5%; Pol eta inh: -7%; RGS4 inh: -17%; Apoferritin bind: -21%; LDHA block: -5

Results for CC(C)(C)c1cc(/C=N/NC(=O)Cc2nc3ccccc3[nH]2)cc(C(C)(C)C)c1O ?
12-LOX inh: 214%[activator]; POLB inh: 14%; APEX1 inh: 4%; Pol kappa inh: -1%; ERG Ets-DNA blk: 5%; Pol eta inh: -1%; RGS4 inh: -9%; Apoferritin bind: inconclusive; LDHA block: 5

How did Cc1cc(N2CCN(C)CC2)nc2ccc(NC(=S)NCc3cccs3)cc12 do in these assays?
12-LOX inh: inconclusive; POLB inh: -23%; APEX1 inh: -3%; Pol kappa inh: 2%; ERG Ets-DNA blk: -9%; Pol eta inh: -10%; RGS4 inh: -42%; Apoferritin bind: -14%; LDHA block: -6

Results for CCCOc1ccc(-c2nonc2NC(=O)c2oc3ccc(C)cc3c2C)cc1OCCC ?
12-LOX inh: inconclusive; POLB inh: 14%; Pol kappa inh: inconclusive; ERG Ets-DNA blk: -8%; Pol eta inh: 0%; RGS4 inh: 19%; Apoferritin bind: -23%; LDHA block: -2

What do the screens show for `CC(OC(=O)CC1CC2CCC1C2)C(=O)Nc1ccc(N2CCOCC2)cc1` (centres undefined)?
12-LOX inh: 5%; POLB inh: -20%; APEX1 inh: -3%; Pol kappa inh: -20%; ERG Ets-DNA blk: -5%; Pol eta inh: 3%; RGS4 inh: 2%; Apoferritin bind: -16%; LDHA block: 1

How did COC(=O)c1ccccc1C(=O)c1ccc2c(c1)NC(=O)CO2 do in these assays?
12-LOX inh: -23%; POLB inh: 14%; APEX1 inh: -5%; Pol kappa inh: -5%; ERG Ets-DNA blk: 1%; Pol eta inh: -19%; RGS4 inh: 4%; Apoferritin bind: -9%; LDHA block: -5

How did Cc1cc(C(=O)NNC(=O)CN2C(=O)NC3(CCCCC3)C2=O)c(C)o1 do in these assays?
12-LOX inh: 347%[activator]; APEX1 inh: -15%; Pol kappa inh: 15%; ERG Ets-DNA blk: 12%; Pol eta inh: -8%; RGS4 inh: 4%; LDHA block: -1

Results for CCC(C)(C)NC(=O)C(c1ccccc1Cl)N(Cc1cccnc1)C(=O)CCC(=O)Nc1cc(C)on1 (centres undefined) ?
12-LOX inh: 12%; POLB inh: 16%; APEX1 inh: 2%; Pol kappa inh: -17%; ERG Ets-DNA blk: -5%; Pol eta inh: inconclusive; RGS4 inh: -19%; Apoferritin bind: -4%; LDHA block: -11

How did CCC1=NN(C(=O)C(=O)Nc2ccc(OC)cc2)C(O)(C(F)(F)F)C1 (centres undefined) do in these assays?
12-LOX inh: 15%; POLB inh: 2%; APEX1 inh: -2%; Pol kappa inh: -6%; Pol eta inh: -13%; RGS4 inh: 11%; Apoferritin bind: -12%; LDHA block: 1

Results for CC(C)CC(=O)Nc1ccc(C(=O)CN2CCN(c3ccc(O)cc3)CC2)cc1 ?
12-LOX inh: inconclusive; POLB inh: inconclusive; APEX1 inh: -4%; Pol kappa inh: -9%; ERG Ets-DNA blk: -3%; Pol eta inh: 0%; RGS4 inh: -39%; Apoferritin bind: -5%; LDHA block: 16

How did CSc1ccccc1OCc1cc(C(=O)N2CCc3sccc3C2)no1 do in these assays?
12-LOX inh: 30%[activator]; POLB inh: -21%; APEX1 inh: 19%; Pol kappa inh: -3%; ERG Ets-DNA blk: 17%; Pol eta inh: -26%; RGS4 inh: -27%[56.9 µM]; Apoferritin bind: -3%; LDHA block: -2

Results for Cc1ccc(S(=O)(=O)N(Cc2cc3ccc(C)cc3[nH]c2=O)c2ccccc2)cc1 ?
12-LOX inh: -4%; POLB inh: -1%; APEX1 inh: -5%; Pol kappa inh: 4%; ERG Ets-DNA blk: -5%; Pol eta inh: -9%; RGS4 inh: 2%[11.4 µM]; Apoferritin bind: -14%; LDHA block: -1

How did CCOC(=O)C1=C(CC)Nc2ccccc2N=C1NC(=O)c1ccc(S(=O)(=O)N2CCOCC2)cc1 do in these assays?
12-LOX inh: -8%; POLB inh: 0%; APEX1 inh: -2%; Pol kappa inh: -7%; ERG Ets-DNA blk: 2%; Pol eta inh: -15%; RGS4 inh: 1%; Apoferritin bind: -15%; LDHA block: 3

What do the screens show for `COc1ccccc1CNC(=O)C1CCCC1`?
12-LOX inh: -7%; POLB inh: 33%; APEX1 inh: 23%; Pol kappa inh: -1%; ERG Ets-DNA blk: 4%; Pol eta inh: -5%; RGS4 inh: -13%; Apoferritin bind: -1%; LDHA block: -6

How did CC1CN(/C(=N\S(=O)(=O)c2ccccc2)c2ccccc2)CC(C)O1 (centres undefined) do in these assays?
12-LOX inh: 9%; POLB inh: 0%; APEX1 inh: 5%; Pol kappa inh: 7%; ERG Ets-DNA blk: 8%; Pol eta inh: -3%; RGS4 inh: 19%; Apoferritin bind: -10%; LDHA block: 0

What do the screens show for `COc1ccc(C2CC(=O)C=C(NC3CCCC3)C2)cc1` (centres undefined)?
12-LOX inh: 39%[activator]; POLB inh: -24%; APEX1 inh: -1%; Pol kappa inh: -19%; ERG Ets-DNA blk: -5%; Pol eta inh: 9%; RGS4 inh: -6%; Apoferritin bind: -12%; LDHA block: -4

What do the screens show for `Cc1n[nH]c(=O)c2c(NC(=O)CSc3nn(-c4ccccc4)c(=S)s3)oc(C)c12`?
12-LOX inh: -8%; APEX1 inh: 37%; Pol kappa inh: -4%; ERG Ets-DNA blk: 15%; Pol eta inh: -12%; RGS4 inh: -43%; LDHA block: 4

How did CC(=O)CCc1ccc(OCC(O)CNCCOc2ccc(C)cc2)cc1 (centres undefined) do in these assays?
12-LOX inh: -15%; POLB inh: 33%; APEX1 inh: 21%; Pol kappa inh: 11%; ERG Ets-DNA blk: 0%; Pol eta inh: -17%; RGS4 inh: 8%; Apoferritin bind: -10%; LDHA block: -2

How did Cc1cc(C)nc(/N=C(\N)Nc2ccc(SC(F)F)cc2)n1 do in these assays?
12-LOX inh: 2%; POLB inh: 1%; APEX1 inh: -2%; Pol kappa inh: 7%; ERG Ets-DNA blk: 4%; Pol eta inh: -20%; RGS4 inh: 0%; Apoferritin bind: -10%; LDHA block: -3

Results for OCCN(CCO)CC(O)CN1c2ccccc2Sc2ccccc21 (centres undefined) ?
POLB inh: 3%; APEX1 inh: 15%; Pol kappa inh: 12%; ERG Ets-DNA blk: 7%; Pol eta inh: -19%; RGS4 inh: -14%; Apoferritin bind: -3%; LDHA block: 2

How did Cc1cc(C)c2c(-n3cccc3)c(C(=O)NCCc3ccccc3)sc2n1 do in these assays?
12-LOX inh: 0%; POLB inh: -13%; Pol kappa inh: -4%; ERG Ets-DNA blk: 7%; Pol eta inh: -9%; RGS4 inh: 27%; Apoferritin bind: -2%; LDHA block: -6

What do the screens show for `CCOC(=O)N1CCC(NC(=O)c2ccc3c(=O)n4c(nc3c2)CCCC4)CC1`?
12-LOX inh: -7%; POLB inh: 6%; APEX1 inh: -4%; Pol kappa inh: -6%; ERG Ets-DNA blk: -6%; Pol eta inh: 7%; RGS4 inh: 30%; Apoferritin bind: -9%; LDHA block: -1

What do the screens show for `COc1ccccc1OCCNC(=O)CN1C(=O)NC2(CCCC2)C1=O`?
APEX1 inh: -6%; Pol kappa inh: -7%; ERG Ets-DNA blk: 3%; Pol eta inh: -13%; RGS4 inh: 24%; LDHA block: -3

Results for NC(=O)C1CCN(C(=O)c2cc(Cl)c3c(c2)OCCO3)CC1 ?
12-LOX inh: inconclusive; APEX1 inh: 48%[activator]; Pol kappa inh: -6%; ERG Ets-DNA blk: 15%; Pol eta inh: -7%; RGS4 inh: 12%; LDHA block: -11

Results for CS(=O)(=O)c1cnc2c(S(=O)(=O)c3ccccc3)cnn2c1N ?
12-LOX inh: -21%; POLB inh: 2%; APEX1 inh: inconclusive; Pol kappa inh: -16%; ERG Ets-DNA blk: -1%; Pol eta inh: -4%; RGS4 inh: 20%; Apoferritin bind: -4%; LDHA block: -2

Screens as filed in PubChem.
